Hsp70 inhibitors: Hsp70 inhibitors, probe displacement, primary screen, biochemical, fluorescence polarization (AID 583). Heat shock 70 kDa protein 1A (Homo sapiens). Hsp70 fluorescence polarization probe displacement, mP; higher % means a stronger effect. one-dose displacement, % at 20 µM; IC50 in µM for titrated hits. 140,000 tested, 0.06% active; in the data active means displacement above about 50%;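 further: plate controls were vehicle for no effect and reference ligand for full effect; a part of the inactive calls stands beside numbers as strong as those of hits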
MKP-3 inhibition: MKP-3 phosphatase inhibitors, primary screen, biochemical, rat enzyme, in vitro (AID 425) | 110,000 tested, 0.17% active | recombinant MKP-3 phosphatase activity, fluorescence; higher % means a stronger effect | Dual specificity protein phosphatase 6 (Rattus norvegicus) | one-dose inhibition, % at 20 µM; IC50 in µM for titrated hits; in the data active means inhibition above about 50%;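 further: plate controls were vehicle for no effect and reference inhibitor for full effect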
Active calls of the source: *; / = not tested or not shown; & = joins results of further samples.

| Compound | Hsp70 inhibitors | MKP-3 inhibition |
| --- | --- | --- |
| CN1C(=O)CSc2ccc(NC(=O)Nc3ccccn3)cc21 | -3.1% | 2.5% |
| COc1ccc(S(=O)(=O)NCc2ccccn2)cc1 | -1.0% | / |
| O=C1/C(=C\C=C\c2ccc([N+](=O)[O-])cc2)SC(=S)N1NS(=O)(=O)c1ccccc1 | 2.7% | 5.4% |
| O=C(Nc1nncs1)c1cc(-c2cccc(Br)c2)nc2ccccc12 | 0.5% | 0.9% |
| O=C(CCn1cccc1)Nc1nccs1 | -7.2% | 2.6% |
| Cc1ccccc1-c1nc2cc(NC(=S)NC(=O)c3ccc(Cl)cc3)ccc2o1 | -4.4% | 6.7% |
| O=C(CN1CCN(S(=O)(=O)c2ccc(F)cc2)CC1)Nc1ccc(Cl)c(C(F)(F)F)c1 | 1.9% | 6.4% |
| CCN(CC)C(=O)COc1cc(C)cc2oc(=O)cc(-c3ccccc3)c12 | 9.4% | / |
| C/C(=N\N1CCN(Cc2cccc3ccccc23)CC1)c1ccccc1O | -2.0% | 1.6% |
| CCCc1ccc(-c2csc(N)n2)cc1 | 6.3% | -0.9% |
| CCN(CC)S(=O)(=O)c1ccc(NC(=O)c2cccc([N+](=O)[O-])c2)cc1 | -1.5% | 5.5% |
| COc1ccc(-n2cnnc2SCCC#N)cc1 | -2.5% | -0.5% |
| CCOc1ccc(N2C(=O)c3ccccc3NC2c2ccc(Br)cc2)cc1 (stereo not given) | 3.2% | 0.8% |
| CCOC(=O)CCC(=O)O[C@H]1[C@H](O[C@@H]2[C@@H](C)[C@H](O[C@H]3C[C@@](C)(OC)[C@@H](O)[C@H](C)O3)[C@@H](C)C(=O)O[C@H](CC)[C@@](C)(O)[C@H](O)[C@@H](C)C(=O)[C@H](C)C[C@@]2(C)O)O[C@H](C)C[C@@H]1N(C)C | 0.3% | -1.7% |
| COC(=O)[C@H](CCSC)NC(=O)N1CCN(Cc2ccccc2)CC1 | 9.0% | -12.4% |

(further entries)
| Compound | Hsp70 inhibitors | MKP-3 inhibition |
| --- | --- | --- |
| Cc1nc(N2CCN(C(=O)c3ccco3)CC2)c2c3c(sc2n1)CCCC3 | -1.6% | / |
| Cc1ccc(S(=O)(=O)N(c2cccc(C(F)(F)F)c2)C2C=CS(=O)(=O)C2)cc1 (stereo not given) | -1.2% | -7.1% |
| COCCOC(=O)c1c(C)n(C)c2ccc(OC(=O)c3ccco3)cc12 | -6.1% | / |
| CCSc1nnc(NC(=O)c2cc3c(s2)CCCC3)s1 | -4.1% | 2.0% |
| O=C(Cn1nc(Cc2cccnc2)c2ccccc2c1=O)NCC1COc2ccccc2O1 (stereo not given) | -2.3% | -9.0% |
| O=C(CCCCCN1C(=O)c2ccccc2C1=O)Nc1nccs1 | -1.9% | -8.8% |
| COC(=O)CN1C(=O)C(O)(CC(=O)c2ccc(C)cc2)c2ccccc21 (stereo not given) | 0.1% | -10.1% |
| Cc1nn(Cc2ccccc2Cl)c2sc(C(=O)OC3CCCC3=O)cc12 (stereo not given) | 4.6% | -246.7% |
| CCOc1ccc(-n2c(N)c(C(=O)NCc3ccco3)c3nc4ccccc4nc32)cc1 | 2.5% | / |
| O=C1NC(=S)N(c2cccc(Br)c2)C(=O)/C1=C/c1ccc(O)c(Cl)c1 | 0.8% | 2.6% |
| CSCCC(NC(=O)C1CC1)c1nc2ccccc2[nH]1 (stereo not given) | 1.4% | -9.7% |
| O=C1C(=O)N(Cc2cccnc2)C(c2ccc(F)cc2)/C1=C(\O)c1ccccc1 (stereo not given) | -3.4% | 2.1% |
| CC(=O)Oc1ccc(C(=O)Nc2cc([N+](=O)[O-])ccc2O)cc1 | 2.2% | -1.2% |
| COc1cc(C2Nc3ccccc3NC3=C2C(=O)CC(C)(C)C3)cc(OC)c1OC(C)=O (stereo not given) | -10.0% | 1.5% |
| c1ccc2c(c1)OC(CCCN1CCCCC1)c1ccccc1S2 (stereo not given) | -3.1% | / |

(next part)
| Compound | Hsp70 inhibitors | MKP-3 inhibition |
| --- | --- | --- |
| C=CCOc1cccc(C2C(C(=O)c3ccc(C)o3)=C(O)C(=O)N2Cc2ccncc2)c1 (stereo not given) | 8.4% | -11.5% |
| Cc1c(OCc2ccccc2)ccc2c3c(c(=O)oc12)CCCC3 | -2.2% | 1.1% |
| C=CCNC(=O)c1cccc(OCc2ccccc2)c1 | 2.6% | 0.5% |
| COc1ccccc1C1CC(c2ccccc2)Nc2ncnn21 (stereo not given) | -3.1% | -13.4% |
| O=C(NCc1ccco1)C1CCCN1C(=O)NCc1ccccc1 (stereo not given) | 4.0% | -1.5% |
| CCn1cc(C(=O)O)c(=O)c2cc3c(cc21)OCO3 | -1.8% | / |
| O=S(=O)(Cc1ccccc1)Nc1ccc(Br)cn1 | 2.2% | -0.6% |
| Cn1c(C(=O)N2CCCC(C(=O)NCc3cccs3)C2)cc2sccc21 (stereo not given) | -0.7% | 3.9% |
| CC1(O)c2ccccc2C(=O)N1CCc1ccccc1F (stereo not given) | -0.9% | -3.9% |
| N#Cc1cc2c(nc1SCC(N)=O)CCCCC2 | 2.4% | / |
| O=CNC(NC(=S)Nc1cc(Cl)ccc1Cl)C(Cl)(Cl)Cl (stereo not given) | -6.2% | 1.9% |
| O=C(c1n[nH]c(=O)c2ccccc12)N1CCOCC1 | -0.3% | -9.4% |
| O=C1/C(=C\c2cn(Cc3ccccc3F)c3ccccc23)SC(=S)N1c1ccc([N+](=O)[O-])cc1 | -3.3% | -5.0% |
| Cc1ccc(S(=O)(=O)N(CC(=O)NCc2ccco2)Cc2ccc(F)cc2)cc1 | 3.0% | -8.2% |
| CCCOC(=O)c1cc2ccccc2oc1=O | -1.3% | 3.6% |

Next compounds.
| Compound | Hsp70 inhibitors | MKP-3 inhibition |
| --- | --- | --- |
| c1ccc(-c2n[nH]c(-c3ccccn3)n2)nc1 | 4.5%&-5.7% | 4.3%&-0.6% |
| Cc1ccccc1-n1nnc2c(=O)oc3ccccc3c21 | 2.3% | -0.9% |
| Nc1nonc1C(=O)OCc1ccccc1 | 3.6% | 0.8% |
| O=C(NCCN1C(=O)C2C3C=CC(C3)C2C1=O)Nc1cccnc1 (stereo not given) | 5.6% | -9.8% |
| CCCc1nc2ccccc2n1C(=O)c1ccccc1C(=O)O | 3.2% | 0.9% |
| COc1ccc(C(=O)NCCC(c2ccccc2)c2ccccc2)cc1OC | 2.8% | 2.6% |
| c1ccc2c(-c3ccncc3)c[nH]c2c1 | 3.7% | -9.0% |
| CC1=C(C(=O)Nc2ccc(Cl)cc2)C(c2ccc(F)cc2)NC(=O)N1 (stereo not given) | -2.0% | 3.3% |
| COc1ccc(C(C)=O)cc1COC(=O)c1c(C)noc1C | -1.9% | 4.3% |
| C/C(N)=C(/C#N)C(=O)CSc1nnc(Nc2cccc(C)c2)s1 | 11.7% | 10.2% |
| COc1ccccc1N(CC(=O)Nc1cc(C)on1)S(=O)(=O)c1cccs1 | 2.5% | / |
| CS(=O)(=O)c1ccc(C(=O)NC2CCOC2=O)cc1 (stereo not given) | -3.5% | -1.6% |
| COc1ccc(NC(=O)C2CCN(S(C)(=O)=O)CC2)cc1Cl | 0.8% | / |
| CCn1c(SCC(=O)NN)nc2ccccc21 | -0.5% | -0.4% |
| CSc1ccccc1C(=O)NCc1ccc(S(N)(=O)=O)cc1 | -4.6% | / |

Additional entries follow.
| Compound | Hsp70 inhibitors | MKP-3 inhibition |
| --- | --- | --- |
| Cn1c(=O)[nH]c(=O)c2c1nc(N1CCCCC1)n2CCOc1ccccc1 | 2.1% | -4.0% |
| CCCc1cc(C(=O)N2CCN(S(=O)(=O)c3ccc(OC)c(OC)c3)CC2)cs1 | 5.4% | 2.0% |
| CCOC(=O)c1ccc(Oc2nc(NC)nc(Nc3ccccc3)n2)cc1 | 5.0% | / |
| O=C(Nc1ccccc1C(=O)N1CCOCC1)C1CCCO1 (stereo not given) | -1.2% | -16.1% |
| COc1ccc(N2C(=O)CC(N3CCC(Cc4ccccc4)CC3)C2=O)cc1 (stereo not given) | 1.2% | -0.8% |
| N/C(=N\OC(=O)c1ccc(Cl)cc1)c1ccccn1 | 1.8% | 1.1% |
| CC1(C)CC(=O)C2=C(C1)N(Cc1ccc(F)cc1)C(=O)C2(NC(=O)c1cccnc1)C(F)(F)F (stereo not given) | 4.6% | / |
| CCOC(=O)N1CCN(S(=O)(=O)c2ccc(C(=O)Nc3nc4c(s3)CC(C)CC4)cc2)CC1 (stereo not given) | -0.2% | -12.0% |
| COc1ccccc1OCCNC(=O)c1cccs1 | 0.6% | 0.3% |
| Cc1c(NC2=NC(C)(C)Cc3ccccc32)c(=O)n(-c2ccccc2)n1C | 4.6%&-1.1% | 0.9% |
| COc1ccc(-c2cc(C(=O)Nc3ccccc3C(F)(F)F)c3ccccc3n2)cc1 | -4.1% | 1.0% |
| CC1CCN(C(c2cc3cc4c(cc3[nH]c2=O)OCO4)c2nnnn2CC2CCCO2)CC1 (stereo not given) | -3.8% | 1.1% |
| COC(=O)c1sccc1NC(=O)c1c(C)cc(=O)oc1C | 4.2% | -3.8% |
| O=C(c1ccco1)N1CCN(C(=O)C2CCN(S(=O)(=O)c3cccc4nsnc34)CC2)CC1 | -3.6% | 2.2% |
| CCOCCCNC(=O)c1ccc(CS(=O)(=O)Cc2ccccc2F)o1 | -2.9% | / |

The final two entries of the part above come first, to join the parts:
| Compound | Hsp70 inhibitors | MKP-3 inhibition |
| --- | --- | --- |
| O=C(c1ccco1)N1CCN(C(=O)C2CCN(S(=O)(=O)c3cccc4nsnc34)CC2)CC1 | -3.6% | 2.2% |
| CCOCCCNC(=O)c1ccc(CS(=O)(=O)Cc2ccccc2F)o1 | -2.9% | / |
| COc1ccc(CCNc2ccc(C)cc2)cc1 | 6.0% | / |
| COc1ccc(-c2nc(C#N)c(NC(C)C)o2)cc1 | 0.7% | 5.0% |
| COc1ccccc1CC(=O)Nc1ccc(Br)c(C)c1 | 1.2% | 1.9% |
| CCCCCCn1c(SCC(=O)Nc2cc(C)on2)nc2ccccc2c1=O | 0.8% | -2.5% |
| COc1ccc(N=CC2=C(O)c3ccccc3C2=O)c(OC)c1 | 1.1% | / |
| CCCCOc1nc2ccccc2nc1C(C#N)S(=O)(=O)c1ccccc1 (stereo not given) | -3.6% | -15.4% |
| COc1ccc(C(=S)N2CCCCCC2)cc1 | -1.8% | / |
| CCC1(C)Cc2ccccc2/C(=C/C(=O)NC)N1 (stereo not given) | 1.5% | -3.8% |
| COc1ccc(N(CC(=O)Nc2ccc(I)cc2)S(C)(=O)=O)cc1Cl | 2.6% | -0.4% |
| CNC(=O)c1c(NC(=O)c2cccs2)sc2c1CCCC2 | -2.1% | 3.5% |
| Cc1[nH]c2ccccc2c1C(c1ccccn1)N1CCC(C(N)=O)CC1 (stereo not given) | 5.3% | -4.8% |
| CC(=O)c1ccc(NC(=O)c2ccc3c(c2)C(=O)N(N2C(=O)c4ccccc4C2=O)C3=O)cc1 | -2.3% | 2.6% |
| O=c1c2c(-c3cccs3)csc2[nH]c(=S)n1-c1ccccc1 | -2.6% | / |
| CCCCOc1ccc2c(C)c(CC)c(=O)oc2c1 | -2.2% | 5.1% |
| C=CCNc1oc(-c2cccs2)nc1C#N | 2.8% | / |

Of the compounds above, four have a nitro group on carbon:
| Compound | Hsp70 inhibitors | MKP-3 inhibition |
| --- | --- | --- |
| O=C1/C(=C\C=C\c2ccc([N+](=O)[O-])cc2)SC(=S)N1NS(=O)(=O)c1ccccc1 | 2.7% | 5.4% |
| CCN(CC)S(=O)(=O)c1ccc(NC(=O)c2cccc([N+](=O)[O-])c2)cc1 | -1.5% | 5.5% |
| CC(=O)Oc1ccc(C(=O)Nc2cc([N+](=O)[O-])ccc2O)cc1 | 2.2% | -1.2% |
| O=C1/C(=C\c2cn(Cc3ccccc3F)c3ccccc23)SC(=S)N1c1ccc([N+](=O)[O-])cc1 | -3.3% | -5.0% |

Next part:
| Compound | Hsp70 inhibitors | MKP-3 inhibition |
| --- | --- | --- |
| CCOC(=O)N1N=C(CC)CC1(O)c1ccncc1 (stereo not given) | -1.1% | 2.7% |
| CCC(Oc1ccccc1)C(=O)Nc1ccc(Cl)c([N+](=O)[O-])c1 (stereo not given) | 0.1% | 0.1% |
| O=C(O)c1cccc(Cn2cc(Cl)cn2)c1 | 7.8% | -4.7% |
| CCC(C)N1C(=O)CCC1C(=O)O (stereo not given) | 6.3% | / |
| Cc1nn(C(=O)N2CCCCC2)c(C)c1CN1C(=O)c2ccccc2C1=O | / | -3.8% |
| CC1(C)Cc2ccccc2C(/C=C2\NC(C)(C)Cc3ccccc32)=N1 | -0.6% | 1.9% |
| COc1ccc(S(=O)(=O)N(C)c2ccc(C(N)=O)cc2)cc1 | -2.0% | / |
| O=C(Nc1ccc(N2CCCCC2)c(Cl)c1)c1ccc(-c2ccc(F)cc2)o1 | -15.8% | 2.4% |
| Cc1cc(=O)[nH]c(SCCOc2ccc3c(c2)CCC3)n1 | -2.8% | -9.3% |
| O=C(Cn1nc(-c2ccc(Cl)cc2)ccc1=O)N1CCN(c2ccccc2)CC1 | 3.4% | 1.6% |
| Cc1ccc(N2C(=O)CC(Sc3ccc(F)cc3)C2=O)cc1 (stereo not given) | 1.6% | -1.2% |
| CSc1ccc(C2NC(=O)c3c(sc4c3CCN(C)C4)N2)cc1 (stereo not given) | 2.3% | -11.7% |
| O=C(O)c1ccc(NS(=O)(=O)c2cc(Cl)ccc2Cl)cc1 | -3.1% | -11.1% |
| COc1ccc2c(c1)C1=NN(/C(C)=C/C(C)=O)C(c3ccc(Br)cc3)C1CC2 (stereo not given) | -8.6% | 1.3% |
| CCOc1ccc(C(=O)COc2ccc(NC(C)=O)cc2)cc1 | -3.1% | / |
| CCCn1nnc(NC(=O)C(C)Oc2ccc(Cl)cc2Cl)n1 (stereo not given) | -3.8% | -2.5% |

Bioassay records as filed in PubChem BioAssay.

A portion of the library (hit frequency here may not be typical).
